Screening results from PubChem BioAssay.
FEN1 inh: qHTS Assay for the Inhibitors of Human Flap endonuclease 1 (FEN1) | Potency, µM (top dose mostly 114 µM), for inactives: at the highest dose activity change, negative = inhibition, hits mostly inhibitors | 0.35% of 390,000 active | P39748 | AID 588795, 2011 | Recombinant FEN1 flap cleavage, fluorescence, 15 min; further: nearly all actives have a fitted effect of over 65% in size
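Concentration–response screening of FEN1 (10 nM): 15 min compound preincubation at room temperature, reaction started with 50 nM substrate and read at 0 and 15 min. Corrected, normalized data were fitted by a four-parameter Hill equation.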
N370S GC: qHTS Assay for Inhibitors and Activators of N370S glucocerebrosidase as a Potential Chaperone Treatment of Gaucher Disease; N370S GC spleen homogenate, 4MU-glucoside fluorescence; Potency, µM (series often up to 59.4 µM), for inactives: at the highest dose activity change, negative = inhibition, most hits filed as inhibitors; 0.092% of 330,000 active;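 further: 0% = full enzyme activity and -100% = no enzyme basal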
GCN5L2 inh: qHTS Assay for Inhibitors of GCN5L2; GCN5L2 HAT assay, ThioGlo1 CoA-SH fluorescence; Potency, µM (titrated, usually from 58.9 µM), without a hit: at the highest dose activity change, negative = inhibition, hits mostly inhibitors; 0.21% of 390,000 active; Histone acetyltransferase KAT2A (Homo sapiens), Q92830
Target sequence (Q92830 whole entry, looked up): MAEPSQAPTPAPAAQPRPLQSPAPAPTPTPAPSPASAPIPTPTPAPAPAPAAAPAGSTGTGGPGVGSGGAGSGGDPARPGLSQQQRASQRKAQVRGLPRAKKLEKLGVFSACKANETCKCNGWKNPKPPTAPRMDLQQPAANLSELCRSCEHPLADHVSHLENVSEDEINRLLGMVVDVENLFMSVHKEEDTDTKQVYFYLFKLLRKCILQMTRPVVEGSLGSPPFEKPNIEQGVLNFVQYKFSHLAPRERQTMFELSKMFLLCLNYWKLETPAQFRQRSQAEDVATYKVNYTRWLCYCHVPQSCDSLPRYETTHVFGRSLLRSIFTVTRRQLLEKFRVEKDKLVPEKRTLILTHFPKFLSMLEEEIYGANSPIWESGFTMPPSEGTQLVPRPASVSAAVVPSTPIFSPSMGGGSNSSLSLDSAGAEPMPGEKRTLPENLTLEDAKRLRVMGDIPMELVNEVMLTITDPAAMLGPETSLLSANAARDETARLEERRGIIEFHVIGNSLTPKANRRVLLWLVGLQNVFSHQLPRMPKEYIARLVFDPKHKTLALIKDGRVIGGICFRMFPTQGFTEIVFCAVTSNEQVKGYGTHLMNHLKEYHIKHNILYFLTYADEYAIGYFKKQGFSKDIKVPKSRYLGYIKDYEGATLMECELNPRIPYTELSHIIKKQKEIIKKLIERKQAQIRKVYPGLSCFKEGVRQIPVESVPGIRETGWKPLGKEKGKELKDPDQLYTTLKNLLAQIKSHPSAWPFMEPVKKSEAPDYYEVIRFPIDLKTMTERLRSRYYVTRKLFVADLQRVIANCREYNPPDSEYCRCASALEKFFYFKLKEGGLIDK
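Preincubate 20nM GCN5L2 with compound 15 min, RT → add 50uM ThioGlo1 + 75uM H3(1-25) + 70uM acetyl-CoA → read fluorescence 0 and 20 min. Primary qHTS; fluorescent artifacts likely.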
Active calls of the source: *; & = joins results of further samples; [ ] = remark or other dose. The call rests on the fitted dose curve; in most records, active means well fitted curve in the direction sought with a large enough effect; inconclusive means small, poorly fitted or top-dose-only effect, or another doubt; inactive means no such curve, though single readings can be large; an effect the other way counts as inactive or inconclusive. Unless noted, on the % scale 0 is the no-effect control and ±100 the full control effect; potency means the concentration at half of the fitted maximal effect.

For CCOC(=O)/C(C#N)=C/c1ccc(N2CCN(Cc3ccccc3)CC2)cc1 the results were FEN1 inh inconclusive, N370S GC inconclusive and GCN5L2 inh -12%.
Screening O=C(O)c1cccc(Nc2nc(-c3ccccc3)nc3ccccc23)c1 returned FEN1 inh 1%, N370S GC inconclusive and GCN5L2 inh -5%.
Screening O=C(CSc1ccc2nnc(-c3ccncc3)n2n1)NCC1CCCO1 (stereo not drawn) returned FEN1 inh 13%, N370S GC -16% and GCN5L2 inh 1%.
Screening O=C(CCNS(=O)(=O)c1ccccc1)NNC(=O)COc1ccc(Cl)cc1 returned FEN1 inh 2% and GCN5L2 inh -4%.
Screening CC(C)(C)OC(=O)C[C@H]1C/C=C\C[C@@H](CC(=O)N[C@@H](CO)Cc2ccccc2)C(=O)NCCOC1=O returned FEN1 inh -2% and GCN5L2 inh -8%.
Screening COc1ccc(Nc2cc(C)c3cc(NC(=O)Cc4c(F)cccc4Cl)ccc3n2)cc1 returned FEN1 inh 0% and GCN5L2 inh -3%.
`CSc1nc(-c2ccco2)nn1C(=O)c1ccccc1` gave FEN1 inh 4%, N370S GC 1% and GCN5L2 inh -6%.
`O=C(O)CSCNC(=O)CC12CC3CC(CC(C3)C1)C2` gave FEN1 inh -11%, N370S GC 10% and GCN5L2 inh 25%.
CCn1cc(C(=O)O)c(=O)c2cnc(N3CCN(C(=O)Nc4cccc5ccccc45)CC3)nc21 was read as N370S GC 6% and GCN5L2 inh -7%.
For CCOc1cc(NC(=S)NCCCN2CCOCC2)c(OCC)cc1NC(=O)c1ccc(C)cc1 the results were FEN1 inh -12%, N370S GC 9% and GCN5L2 inh -6%.
`CCOc1ccc(C(=O)Nc2cc(NC(=O)c3ccc(OCC)c(Cl)c3)cc(C(=O)O)c2)cc1Cl` gave FEN1 inh inconclusive, N370S GC -5% and GCN5L2 inh 3%.
Screening COCC(C)n1c(C)cc(C(=O)CSc2nc(C)c(C)c(C)n2)c1C (stereo not drawn) returned FEN1 inh -14%, N370S GC 13% and GCN5L2 inh -19%.
Nc1ccc(S(=O)(=O)Nc2ccc(Cl)nn2)cc1 was read as FEN1 inh -10%, N370S GC -3% and GCN5L2 inh 0%.
Screening CCCOCC1CC(CCc2nc(=S)[nH][nH]2)C(=O)O1 (stereo not drawn) returned FEN1 inh -1%, N370S GC 3% and GCN5L2 inh 3%.
For Cc1cc(=O)n(C)c(=O)n1CCCCCN1CCCC1 the results were FEN1 inh -14%, N370S GC 0% and GCN5L2 inh -3%.
For CCOC(=O)c1c(Nc2ccc(C)cc2)nnc(-c2ccccc2)c1-c1ccccc1 the results were FEN1 inh -19% and GCN5L2 inh -7%.
For O=C1COc2ccc(C(=O)COc3ccc(Cl)cc3Br)cc2N1 the results were FEN1 inh 5%, N370S GC 0% and GCN5L2 inh -4%.
Screening CC1=C(C#N)C(c2ccc(O)cc2)C2=C(CC(C)(C)CC2=O)N1 (stereo not drawn) returned FEN1 inh 10%, N370S GC -30% and GCN5L2 inh -3%.
CN(CC(=O)Nc1ccccc1Cl)C(=O)COC(=O)c1ccccc1[N+](=O)[O-] was read as FEN1 inh 6%, N370S GC -5% and GCN5L2 inh -1%.
Cc1oc2c(C)c3oc(=O)c4c(c3cc2c1C)CCCC4 was read as FEN1 inh 10%, N370S GC 9% and GCN5L2 inh -2%.
`COc1cc(COc2ccc3c(C)c(Cc4ccccc4)c(=O)oc3c2C)cc(OC)c1OC` gave FEN1 inh 5%, N370S GC 5% and GCN5L2 inh -1%.
For COc1cccc(/C=C/C(=O)OCCN2C(=O)c3ccccc3C2=O)c1 the results were FEN1 inh -3%, N370S GC 8% and GCN5L2 inh -7%.
Screening COc1ccccc1OCCn1c(COc2cc(C)ccc2C)nc2ccccc21 returned FEN1 inh 2% and GCN5L2 inh -4%.
Screening Cc1ccc(C(c2sc3nc(-c4ccco4)nn3c2O)N2CCCC2)cc1 (stereo not drawn) returned FEN1 inh -14% and GCN5L2 inh 3%.
For CC(=O)c1cccc(NC(=O)CN(c2ccccc2F)S(C)(=O)=O)c1 the results were FEN1 inh -1%, N370S GC -20% and GCN5L2 inh 2%.
For C=CCOc1cccc(NC(=O)c2ccccc2SC)c1 the results were FEN1 inh -23%, N370S GC 10% and GCN5L2 inh -8%.
Screening O=C(O)Cc1sc(NCc2ccco2)nc1-c1ccccc1 returned FEN1 inh -6%, N370S GC -14% and GCN5L2 inh -9%.
`Cc1ccc(SCC(=O)Nc2cc([N+](=O)[O-])ccc2O)cc1` gave FEN1 inh -2%, N370S GC -3% and GCN5L2 inh 0%.
CCOC(=O)c1ccc2nc(C)cc(Nc3ccc(OC(C)C)cc3)c2c1 was read as FEN1 inh inconclusive and GCN5L2 inh 1%.
For COc1ccc(C(O)c2nccn2Cc2ccccc2)cc1OC (stereo not drawn) the results were FEN1 inh 6%, N370S GC -3% and GCN5L2 inh 28%.

Looked up by compound from the entries so far, 2 records:
CCOC(=O)c1ccc2nc(C)cc(Nc3ccc(OC(C)C)cc3)c2c1 was read as FEN1 inh inconclusive and GCN5L2 inh 1%.
`Cc1ccc(SCC(=O)Nc2cc([N+](=O)[O-])ccc2O)cc1` gave FEN1 inh -2%, N370S GC -3% and GCN5L2 inh 0%.

Other records follow:
Screening CN(C)c1ccc(NC(=O)CSC2=Nc3ccccc3C3=NC(CC(=O)NCc4ccc5c(c4)OCO5)C(=O)N23)cc1 (stereo not drawn) returned FEN1 inh -9% and GCN5L2 inh inconclusive.
`CCC(NC(=O)c1ccccc1NC(=O)c1ccccc1)C(=O)NNC(=O)CSc1nc2ccccc2o1` (stereo not drawn) gave FEN1 inh -7%, N370S GC 1% and GCN5L2 inh 0%.
Screening CCOC(=O)C1CCN(C(=O)CCc2ccc(S(=O)(=O)NCC(C)C)cc2)CC1 returned FEN1 inh -1%, N370S GC -2% and GCN5L2 inh 0%.
COc1ccc(NC(=O)C2C3C=CC(O3)C2C(=O)O)cc1 (stereo not drawn) was read as FEN1 inh -5%, N370S GC -7% and GCN5L2 inh -1%.
`COc1ccc(C(=O)N(CC2CCCO2)C(C(=O)NCCC(C)C)c2ccc(C)cc2)cc1OC` (stereo not drawn) gave FEN1 inh -5%, N370S GC 1% and GCN5L2 inh 2%.
`Brc1ccc(-c2c(-c3ccsc3)sc3ccccc23)cn1` gave FEN1 inh -4% and GCN5L2 inh 2%.
Screening COCCN(CC(=O)NCC1CCCO1)C(=O)CCC(=O)Nc1cc(C)on1 (stereo not drawn) returned FEN1 inh 7%, N370S GC -10% and GCN5L2 inh 3%.
CCc1ccc(/C=N\NC(=O)c2ccc(Br)o2)s1 was read as FEN1 inh 11%, N370S GC 13% and GCN5L2 inh -3%.
Screening CCCN(CCC)C(=O)c1cc2c(=O)n3cccc(C)c3nc2n1C returned FEN1 inh 24% and GCN5L2 inh -7%.
`CC(=O)c1cccc(CN2CCC(n3nccc3NC(=O)CCCc3ccccc3)CC2)c1` gave FEN1 inh 2%, N370S GC -8% and GCN5L2 inh -1%.
Screening COc1ccc(-c2[nH]c(-c3ccc(C)cc3)nc2SCC(=O)NCC2CCCO2)cc1 (stereo not drawn) returned FEN1 inh -19% and GCN5L2 inh -7%.
CCc1nnc(NC(=O)CCCSc2nc3ccccc3[nH]2)s1 was read as FEN1 inh -5%, N370S GC -5% and GCN5L2 inh -3%.
Screening C#CCN1C=C(C(=O)OCC)C(C)N(Cc2ccccc2I)S1(=O)=O (stereo not drawn) returned FEN1 inh 1% and GCN5L2 inh -7%.
For CCc1ccc(CCC(=O)Nc2ncc(Cc3ccccc3Cl)s2)o1 the results were FEN1 inh -7%, N370S GC 24% and GCN5L2 inh 41%[activator].
`O=C(COC(=O)c1ccccn1)NCCc1ccc(Cl)cc1` gave FEN1 inh 1% and GCN5L2 inh -1%.
`Cc1c(C(=O)N2CCCCC2)c(S(=O)(=O)N2CCc3ccccc32)c(C)n1C` gave FEN1 inh -12%, N370S GC -1% and GCN5L2 inh -21%.
For O=C(COc1ccccc1[N+](=O)[O-])OCCCOC(=O)COc1ccccc1[N+](=O)[O-] the results were FEN1 inh 0%, N370S GC -2% and GCN5L2 inh -4%.
CC(=O)c1ccc(N2CCOCC2)cc1O was read as N370S GC 0% and GCN5L2 inh -13%.
`OCC1(Cc2cccc(F)c2)CCN(Cc2ccc3cccc(F)c3n2)CC1` gave FEN1 inh 9%, N370S GC -16% and GCN5L2 inh 0%.
`Cc1cccc(OCCCC(=O)Nc2ccc(S(N)(=O)=O)cc2)c1` gave FEN1 inh 5%, N370S GC -2% and GCN5L2 inh 21%.
`Cc1cc(OCCN2CCCC2)ccc1[N+](=O)[O-]` gave FEN1 inh 2%, N370S GC 4% and GCN5L2 inh -1%.
COc1ccc(N2CCc3c(C)nc4c(OC)cc(OC)cc4c32)c(OC)c1 was read as FEN1 inh -8%, N370S GC -1% and GCN5L2 inh 1%.
`CCN1C(=O)C2C(C1=O)N1C(c3cccs3)C3C(=O)N(CC)C(=O)C3N1C2c1cccs1` (stereo not drawn) gave FEN1 inh -9%, N370S GC 3% and GCN5L2 inh 4%.
`CN(Cc1ccco1)c1ncnc2ccc(-c3ccc4c(c3)OCO4)cc12` gave FEN1 inh -34%, N370S GC 0%&-8% and GCN5L2 inh -6%&-3%&-22%.
Screening Cc1ccc(-c2nn(CC(=O)NC(C)c3ccccc3)c(=O)c3ccccc23)cc1 (stereo not drawn) returned FEN1 inh 0%, N370S GC 7% and GCN5L2 inh 0%.
CCN(CC(=O)Nc1ccccc1OC)C(=O)CCc1ccccc1 was read as FEN1 inh -3%, N370S GC -4% and GCN5L2 inh -13%.
Screening CCOCCCN1CC(=O)N2[C@@H](Cc3c([nH]c4ccccc34)C2(C)C)C1=O returned FEN1 inh 6%, N370S GC -1% and GCN5L2 inh -2%.
CN1CCCN(S(=O)(=O)c2cccc(Cl)c2Cl)CC1 was read as FEN1 inh -11%, N370S GC 0% and GCN5L2 inh -1%.
`CC(C)CC1(C(=O)O)NC(c2ccccc2O)C2C(=O)N(C(C)C)C(=O)C21` (stereo not drawn) gave FEN1 inh -8%, N370S GC -2% and GCN5L2 inh -4%.
`COc1ccc(-c2cc(-c3ccccc3)nc(SCC(=O)Nc3ccccc3F)c2C#N)cc1` gave FEN1 inh 7% and GCN5L2 inh -1%.
For CC(C)Oc1cccc(C(=O)N/N=C/c2ccoc2)c1 the results were FEN1 inh -3%, N370S GC -7% and GCN5L2 inh -4%.
COc1ccc2c(c1)C(C)=CC(C)(C)N2C(=O)C(C)N1C(=O)c2ccccc2C1=O (stereo not drawn) was read as FEN1 inh -18%, N370S GC -2% and GCN5L2 inh -4%.
COc1ccc(CCNC(=O)c2ccc3c(c2)N=C(C)c2cc(C)ccc2S3)cc1OC was read as FEN1 inh -12% and GCN5L2 inh -13%.
For CS(=O)(=O)NN1C(=O)c2ccccc2NC1c1ccccc1F (stereo not drawn) the results were FEN1 inh -4%, N370S GC -7% and GCN5L2 inh -3%.
Screening O=C(CCS(=O)(=O)c1cc(Br)cc2c1N(C(=O)C1CC1)CC2)Nc1ccc(F)cc1 returned FEN1 inh -3% and GCN5L2 inh 0%.
`Cc1nc2nc(Cc3ccccc3)nn2c(C)c1Cl` gave FEN1 inh -7%, N370S GC 4% and GCN5L2 inh -5%.
`COCCn1c(=NC(=O)c2ccc3c(c2)OCO3)c(C#N)cc2c(=O)n3cccc(C)c3nc21` gave N370S GC 12% and GCN5L2 inh -3%.

In the list so far, these contain fluorine.
Screening COc1ccc(Nc2cc(C)c3cc(NC(=O)Cc4c(F)cccc4Cl)ccc3n2)cc1 returned FEN1 inh 0% and GCN5L2 inh -3%.
For CC(=O)c1cccc(NC(=O)CN(c2ccccc2F)S(C)(=O)=O)c1 the results were FEN1 inh -1%, N370S GC -20% and GCN5L2 inh 2%.
`OCC1(Cc2cccc(F)c2)CCN(Cc2ccc3cccc(F)c3n2)CC1` gave FEN1 inh 9%, N370S GC -16% and GCN5L2 inh 0%.
`COc1ccc(-c2cc(-c3ccccc3)nc(SCC(=O)Nc3ccccc3F)c2C#N)cc1` gave FEN1 inh 7% and GCN5L2 inh -1%.
For CS(=O)(=O)NN1C(=O)c2ccccc2NC1c1ccccc1F (stereo not drawn) the results were FEN1 inh -4%, N370S GC -7% and GCN5L2 inh -3%.
Screening O=C(CCS(=O)(=O)c1cc(Br)cc2c1N(C(=O)C1CC1)CC2)Nc1ccc(F)cc1 returned FEN1 inh -3% and GCN5L2 inh 0%.
